Assay outcomes (PubChem BioAssay)
M5 PAM = positive allosteric modulators of human muscarinic M5 receptor; P08912; CHO-K1 hM5, Fluo-8 calcium, ACh EC20 PAM; 0% = ACh EC20, 100% = ACh EC100; activation, % at 3 µM; actives 0.3% (n = 360,000);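 active means activation above the run cutoff, the mean activation of all test compounds plus 3 SD, cut at about 18% in these data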
Target sequence (P08912 whole entry, looked up): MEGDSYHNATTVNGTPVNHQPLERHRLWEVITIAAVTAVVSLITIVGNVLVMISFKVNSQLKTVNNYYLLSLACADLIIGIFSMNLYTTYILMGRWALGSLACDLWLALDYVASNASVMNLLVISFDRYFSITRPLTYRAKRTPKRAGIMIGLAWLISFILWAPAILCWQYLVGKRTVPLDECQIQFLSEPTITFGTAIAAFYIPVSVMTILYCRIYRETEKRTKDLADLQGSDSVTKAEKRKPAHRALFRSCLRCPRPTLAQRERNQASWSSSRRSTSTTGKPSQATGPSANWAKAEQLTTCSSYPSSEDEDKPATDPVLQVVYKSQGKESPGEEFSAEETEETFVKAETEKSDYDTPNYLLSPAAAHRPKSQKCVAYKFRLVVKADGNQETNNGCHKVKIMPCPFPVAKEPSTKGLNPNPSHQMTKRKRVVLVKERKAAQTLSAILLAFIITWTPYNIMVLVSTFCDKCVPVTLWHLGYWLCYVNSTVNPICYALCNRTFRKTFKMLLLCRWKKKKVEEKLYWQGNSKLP
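system = human M5 receptor in CHO-K1 cells | reagent = EC20 acetylcholine as agonist stimulus | compound dosing = single-point, 3 µM nominal | incubation = Fluo-8 loading 80 min at 37 °C plus 30 min room temperature | detection = Fluo-8 calcium dye fluorescence, kinetic read | benchmarks = low control EC20 acetylcholine (0%), high control EC100 acetylcholine (100%)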
CHRM4 PAM = positive allosteric modulators of human muscarinic M4 receptor; actives 0.4% (n = 360,000); P08173; CHO-K1 hM4/Gqi5, Fluo-8 calcium fluorescence, ACh EC20; 0% = ACh EC20, 100% = maximal ACh; activation, % at 3 µM;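 active means activation above its plate's cutoff, the mean activation of sample wells plus 3 SD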; further: some results filed as inactive read as strong as hits
Target sequence (P08173 whole entry, looked up): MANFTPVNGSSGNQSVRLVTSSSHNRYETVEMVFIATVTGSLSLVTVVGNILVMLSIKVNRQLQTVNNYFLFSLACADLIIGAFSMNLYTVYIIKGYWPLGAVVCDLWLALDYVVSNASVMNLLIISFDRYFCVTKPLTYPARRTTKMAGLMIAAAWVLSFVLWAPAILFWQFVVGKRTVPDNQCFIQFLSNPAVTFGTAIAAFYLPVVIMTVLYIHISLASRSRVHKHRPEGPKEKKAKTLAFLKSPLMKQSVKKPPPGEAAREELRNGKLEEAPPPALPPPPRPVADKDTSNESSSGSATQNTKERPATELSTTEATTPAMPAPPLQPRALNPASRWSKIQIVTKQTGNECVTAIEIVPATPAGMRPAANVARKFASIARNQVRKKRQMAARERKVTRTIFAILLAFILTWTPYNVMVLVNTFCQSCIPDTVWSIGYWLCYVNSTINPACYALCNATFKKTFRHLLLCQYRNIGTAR
IDE inh = inhibitors of human insulin-degrading enzyme in cells | P14735 | HEK cells, FAbetaB cleavage, fluorescence polarization | inhibition, % at 5.59 µM | actives 0.41% (n = 320,000);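 active means percent inhibition above the average of all tested compounds plus 3 SD, set per screening campaign, cut at about 16% in these data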;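 further: IDE supplied by intact live HEK cells; FP after avidin binding of uncleaved biotin substrate so inhibition keeps polarization high; 0% = DMSO wells and 100% = 60 µM reference IDE inhibitor Ii1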
CRFR2-BP antag = antagonists of CRF-binding protein/CRF-R2 receptor complex; AID 588475; HEK293 CRF-R2/CRF-BP, CRF-induced calcium fluorescence; actives 0.59% (n = 350,000); inhibition, % at 11.8 µM;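 active means inhibition of the ligand-induced calcium signal above about 50% at the single tested concentration, limit read from the data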
M5 ag = CHRM5 agonism in calcium assay; CHO-K1 hM5 cells, Fluo-8 calcium fluorescence; 0% DMSO wells, 100% maximal acetylcholine response; P08912; actives 0.19% (n = 360,000); activation, % at 3 µM;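 active means activation above the run's mean over test compounds plus 3 SD, cut at about 23% in these data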;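 further: signal is peak over basal fluorescence ratio across the kinetic read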
CHRM5 antagonist = CHRM5 antagonism in calcium assay. inhibition, % at 3 µM. AID 624040. actives 0.59% (n = 360,000). CHO-hM5 cells, Fluo-8 calcium fluorescence, ACh EC80. P08912;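 active means inhibition above a per-plate cutoff, the mean of that plate's test compounds plus 3 SD, cut at about 27% in these data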;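 further: 0% = acetylcholine EC80 with DMSO and 100% = DMSO without agonist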
M4 antag = blocks acetylcholine activation of human M4 receptor; P08173; CHO-hM4 cells, ACh EC80, Fluo-8 calcium fluorescence; inhibition, % at 3 µM; actives 0.73% (n = 360,000);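 active means inhibition above its plate's cutoff, the mean inhibition of sample wells plus 3 SD, cut at about 27% in these data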;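 further: 0% = acetylcholine EC80 with DMSO and 100% = DMSO without agonist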
CHRM4 agonist = CHRM4 agonism in calcium assay; P08173; activation, % at 3 µM; actives 0.14% (n = 360,000); CHO-K1 hM4/Gqi5, Fluo-8 calcium fluorescence; vehicle 0%, full acetylcholine response 100%;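 active means activation above the run mean over all test wells plus 3 SD, cut at about 32% in these data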;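 further: peak over basal fluorescence ratio per well then scaled between controls; 0% = DMSO wells and 100% = acetylcholine at EC100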
CRFR2-BP ag = agonists of human CRF-binding protein/CRF-R2 receptor complex; HEK293 CRF-R2/CRF-BP, calcium dye fluorescence (FLIPR); percent of saturating CRF peptide response; actives 0.46% (n = 350,000); activation, % at 13.2 µM;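 active means activation of at least 50%, plus an integration ratio under a set limit after plate pattern correction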;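 further: plate controls were neutral control wells without compound for no effect and CRF at EC100 for full effect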
The depositor's hits bear a star; . = not tested or not shown.

SMILES | M5 PAM | CHRM4 PAM | IDE inh | CRFR2-BP antag | M5 ag | CHRM5 antagonist | M4 antag | CHRM4 agonist | CRFR2-BP ag
CC(C(=O)NCc1ccccc1)n1cc([N+](=O)[O-])cn1 (stereo unspecified) | 1 | 6 | 7 | 8 | -4 | 9 | 2 | 1 | -1.9
O=C(COc1ccc(Br)cc1)Nc1ccc(S(=O)(=O)Nc2ccccn2)cc1 | -1 | -6 | 2 | -27 | 11 | 7 | 16 | 10 | 0.4
CC1(C)OC(=O)C(=NNc2ccc(C(=O)O)cc2)C(=O)O1 | -1 | -1 | -3 | 6 | 3 | -3 | 5 | 1 | -0.8
O=C(O)C1=C(Nc2ccccc2)OCC1=O | 0 | -3 | -3 | -6 | -1 | 10 | 2 | -1 | -1.4
O=C(CNc1ccc2ccccc2c1)N/N=C/c1ccc([N+](=O)[O-])o1 | -1 | -5 | 8 | 20 | -2 | -4 | -1 | 4 | -0.7
CCOC(=O)C1=C(Nc2ccc(Cl)cc2)OCC1=O | 2 | 10 | -1 | -14 | 0 | 8 | -16 | -2 | 0.5
Cc1cc2oc(=O)cc(CN3CCCC3)c2cc1C | -4 | -4 | . | . | 1 | 3 | -6 | 1 | .
COc1ccccc1NC(=O)C(=O)NCCC1CCCCN1S(=O)(=O)c1ccc(F)cc1 (stereo unspecified) | 0 | 3 | 2 | 11 | -3 | 1 | -18 | 0 | 1.1
Cc1ccc(OCC(O)CN2C(=O)NC(C)(C)C2=O)cc1C (stereo unspecified) | -3 | 11 | 6 | 0 | 3 | 1 | -9 | 2 | 0.8
CCN(CC(=O)Nc1cccc(OC)c1)CC(=O)Nc1cccc2ccccc12 | -28 | -4 | 0 | -7 | 2 | 2 | -13 | 24 | 0.4
CC(C)N(Cc1ccccc1)S(=O)(=O)c1ccc(F)cc1 | -1 | -3 | 0 | 4 | -7 | 14 | 7 | -2 | 1.4
Cc1cc(C)cc(OCc2nnc(N)s2)c1 | -6 | -11 | 1 | -4 | 4 | 7 | 5 | -1 | -2.4
CN(CC1CCOCC1)C(=O)CC1C(=O)NCCN1Cc1cccc(Oc2ccccc2)c1 (stereo unspecified) | 8 | 1 | -1 | 4 | 3 | 2 | -1 | 1 | 0.3
CCOc1ccc(-n2c(-c3ccc(OC)cc3)c[n+]3c2CCCCC3)cc1 | -4 | 4 | 2 | 0 | -7 | 15 | 11 | 2 | 1.3
Cc1ccc(-c2c(C(=O)NCc3ccc(F)cc3)oc(=O)c3ccccc23)cc1 | -7 | -18 | 0 | 7 | -6 | 10 | 9 | -3 | -1.4
O=C(CCCOc1ccc(Cl)cc1Cl)NCc1ccncc1 | 3 | 1 | 24* | -2 | -1 | 4 | -5 | 2 | -0.5
CCN(CC)CCNC(=O)Cn1c(=O)c2cccn2c2ccc(F)cc21 | 6 | 6 | . | 8 | -6 | -7 | -13 | 0 | -0.2
COc1ccc(-c2ccc3[nH]c4c(c3c2)CCN2C[C@H]3[C@H](C)ON(C)[C@H]3C[C@@H]42)cc1 | -1 | -4 | . | 1 | 3 | 7 | 1 | 15 | -0.6
O=C(O)CCS(=O)(=O)Cc1cccc(Cl)c1 | 2 | 5 | -2 | 1 | -1 | -2 | -4 | 0 | -0.7
CC(C)C[C@H](NC(=O)c1nc[nH]c1C(=O)N[C@@H](CC(C)C)C(=O)OC(C)(C)C)C(=O)OC(C)(C)C | 2 | 3 | -1 | 13 | -3 | 15 | -5 | 0 | 4.3

Sorted by count of non-hydrogen atoms (largest number first): part of the list above
SMILES | M5 PAM | CHRM4 PAM | IDE inh | CRFR2-BP antag | M5 ag | CHRM5 antagonist | M4 antag | CHRM4 agonist | CRFR2-BP ag
CCN(CC(=O)Nc1cccc(OC)c1)CC(=O)Nc1cccc2ccccc12 | -28 | -4 | 0 | -7 | 2 | 2 | -13 | 24 | 0.4
O=C(COc1ccc(Br)cc1)Nc1ccc(S(=O)(=O)Nc2ccccn2)cc1 | -1 | -6 | 2 | -27 | 11 | 7 | 16 | 10 | 0.4
CCN(CC)CCNC(=O)Cn1c(=O)c2cccn2c2ccc(F)cc21 | 6 | 6 | . | 8 | -6 | -7 | -13 | 0 | -0.2
Cc1ccc(OCC(O)CN2C(=O)NC(C)(C)C2=O)cc1C (stereo unspecified) | -3 | 11 | 6 | 0 | 3 | 1 | -9 | 2 | 0.8
O=C(O)C1=C(Nc2ccccc2)OCC1=O | 0 | -3 | -3 | -6 | -1 | 10 | 2 | -1 | -1.4

Later entries.
SMILES | M5 PAM | CHRM4 PAM | IDE inh | CRFR2-BP antag | M5 ag | CHRM5 antagonist | M4 antag | CHRM4 agonist | CRFR2-BP ag
CCCc1cc(C(=O)OCC(=O)NCCc2ccccc2)sc1C | -1 | 14 | . | 0 | -3 | 0 | -8 | -1 | -0.3
COC(=O)c1[nH]c2ccc(Cl)cc2c1NC(=O)Oc1ccccc1 | -8 | 4 | 3 | -16 | -6 | 2 | -3 | 3 | -1.1
Cc1cccc(Nc2nnc(SCC(=O)Nc3ncc(C(F)(F)F)cc3Cl)s2)c1C | -12 | -20 | 7 | -77 | 0 | 7 | 9 | 5 | -2.2
Cc1ccc(-n2nnnc2CNC(=O)C2CC(=O)N(c3ccccc3)C2)cc1C (stereo unspecified) | 3 | 2 | -1 | 10 | -6 | 3 | -1 | 1 | -0.3
Cc1ccccc1NC(=O)COC(=O)Cc1ccsc1 | -2 | 7 | 5 | -6 | -2 | -8 | 1 | 1 | -3.2
Oc1[nH]c2ccccc2c1N=Nc1nc2ccccc2s1 | 0 | 4 | 5 | 26 | -1 | -1 | -2 | 0 | 0.3
CC(=O)N1c2ccc(S(=O)(=O)N(C)Cc3ccccc3)cc2CC1C (stereo unspecified) | -14 | -14 | 3 | -3 | 5 | 8 | 5 | 22 | -0.1
Cc1cccc(NC(=O)COC(=O)CCCC2=NS(=O)(=O)c3ccccc3N2)c1 | -3 | -2 | -11 | -6 | -5 | 16 | 9 | 1 | -0.3
COc1ccc2c(c1)C1=NN(/C(C)=C/C(C)=O)C(c3cccc(F)c3)C1CC2 (stereo unspecified) | -6 | 0 | 0 | -27 | -4 | 9 | -7 | 0 | -0.8
CCN(CC)CC(=O)N1c2ccccc2CCc2ccc(NC(=O)c3cc(OC)c(OC)c(OC)c3)cc21 | -5 | -18 | 4 | 7 | -21 | 1 | 5 | 3 | -0.1
COC(=O)c1ccc(NC(=S)Nc2ccc3ccccc3c2)cc1 | -5 | 5 | -5 | -3 | -2 | 6 | 3 | 3 | -1.5
CCOC(=O)c1nnn(-c2nonc2N)c1CN1CCCC1 | 9 | 0 | 4 | 5 | -1 | -8 | -1 | 0 | 0.2
CC(C)=CCCC1=CCC(/C=N/NC(N)=O)C(C)C1 (stereo unspecified) | 11 | 17 | 12 | -24 | 0 | -6 | 1 | 1 | -0.1
Cc1cccn2c(CN3CCCN(C=O)CC3)c(C(=O)N(C)CCc3ccccc3)nc12 | 2 | 4 | -2 | -1 | 4 | -10 | -9 | 4 | 0.5
O=C(CSc1n[nH]c(=O)n1C1CC1)Nc1ccc(F)c(Cl)c1 | -4 | 5 | -2 | 16 | 4 | 14 | -1 | 3 | 0.5
C/C(CCC(C)C)=N\NC(=O)COc1ccccc1-c1ccccc1 | -2 | -7 | . | 1 | -1 | 4 | -6 | 0 | -0.5
Cc1ccc(C)c(OCCC(=O)OCC(=O)NCCc2ccc(S(N)(=O)=O)cc2)c1 | -4 | 4 | 2 | -4 | 3 | -1 | -29 | 16 | -1.2
CC(=O)Nc1ccc(S(=O)(=O)NCC2CCCO2)cc1 (stereo unspecified) | 7 | -1 | 0 | -5 | 3 | -2 | 6 | 1 | 0.2
CC(/C=N/NC(=O)c1cc(-c2ccc(Cl)cc2)nc2ccccc12)=C\c1ccco1 | 3 | 0 | 3 | -14 | 1 | -2 | 9 | 0 | 3.5
CCN(CC(=O)NC1CCS(=O)(=O)C1)S(=O)(=O)c1cc(Br)ccc1Br (stereo unspecified) | -3 | 5 | 1 | 4 | 2 | 12 | -3 | 1 | 0.5
O=S(=O)(NCc1ccccc1)c1ccc(Br)s1 | 15 | -7 | . | 2 | -1 | -13 | 13 | -2 | -0.5
CC(=O)c1ccc2noc(-c3ccccc3)c2c1 | 0 | 6 | 3 | 22 | -2 | 4 | 4 | 1 | 2.7
Cc1ccc(NC(=O)CSc2nnc(CNC(=O)c3ccco3)n2C)cc1C | 6 | 14 | 4 | 7 | -1 | -3 | -11 | 0 | 0.1
O=C(OC1CCOC1=O)c1cc(-c2ccc(Br)cc2)nc2ccccc12 (stereo unspecified) | -4 | 9 | -3 | -39 | 1 | 1 | 3 | 1 | 0.9
COc1ccc(CCNC(=O)C2CC(=O)N(c3ccc(C)cc3)C2)cc1OC (stereo unspecified) | 7 | -3 | -7 | -4 | -3 | 12 | -5 | 0 | -0.9
COc1cccc(OCCSc2nc(C)c(Cc3ccccc3)c(=O)[nH]2)c1 | -5 | -2 | -2 | 8 | -1 | -1 | -2 | 0 | -0.2
COc1cc(NC(=O)CCc2ccccc2)nc(OC)n1 | 0 | 7 | 3 | 21 | 1 | -4 | 12 | 1 | -1.6
COC(=O)c1cccc(NC(=O)C(C)N2C(=O)c3ccccc3C2=O)c1 (stereo unspecified) | -3 | 4 | 1 | -18 | 3 | 2 | 2 | 1 | 2.6
COc1cc(-c2nnc(SCC(=O)N3CCOCC3)o2)cc(OC)c1OC | 6 | -1 | 8 | 0 | 1 | 2 | -6 | 1 | -0.4
COc1cccc(CNS(=O)(=O)c2cc(CN3C(=O)c4cccnc4C3=O)ccc2OC)c1 | -1 | 0 | -2 | 0 | -3 | 9 | 6 | 6 | -1.3
O=C(NCCc1ccccc1)c1cccc(NC(=O)C2CCC2)c1 | 5 | -3 | . | 4 | 2 | -12 | -15 | 4 | 1.3
CCOC(=O)C1(C)CCCCCN1C(=O)c1csnn1 (stereo unspecified) | -4 | 0 | . | . | 1 | 4 | -3 | 1 | .
CC(=O)/C=N/Nc1ccccc1 | 15 | 16 | -1 | -12 | -2 | -17 | -20 | 0 | 0.3
O=C(NNC(=O)c1cccs1)c1ccc(Cl)c(Cl)c1 | 0 | 3 | -2 | -6 | 1 | -4 | 1 | 2 | 0.5
N[C@@H](Cc1ccccc1)c1nnc(SCc2ccccc2Cl)o1 | -2 | 3 | 7 | 15 | 0 | -2 | 6 | 1 | 2.0
CC(=O)Nc1ccc(S(=O)(=O)Oc2ccccc2N2CCCCC2)cc1 | -9 | -7 | 3 | 1 | 1 | 2 | -17 | 12 | 0.5
O=C1C2ON(c3ccccc3)C(c3cccnc3)C2C(=O)N1Cc1ccccc1 (stereo unspecified) | -9 | -8 | 7 | 6 | -3 | 5 | 0 | 8 | 3.9
O=C1COc2ccc(C(=O)COC(=O)CNC(=O)c3ccccc3)cc2N1 | -5 | -3 | 2 | -9 | -2 | 7 | -6 | 1 | -0.8
Cc1nnc(NC(=O)CSc2nnc(CNC(=O)c3ccccc3)o2)s1 | -3 | 5 | 3 | -12 | -1 | 12 | 3 | 1 | 0.6
CCc1nnc(NC(=O)C2CCC(CNc3c(N4CCC(C)CC4)c(=O)c3=O)CC2)s1 (stereo unspecified) | 3 | 2 | 2 | -1 | 2 | 0 | -7 | 0 | -0.4
